High-throughput results (PubChem BioAssay)
Scp-1 inhibitor – Scp-1 phosphatase inhibitors, primary screen, biochemical, colorimetric, uHTS | Carboxy-terminal domain RNA polymerase II polypeptide A small phosphatase 1 (Homo … | Recombinant Scp1, phosphopeptide, malachite green phosphate absorbance | inhibition, % at 20 µM | 340,000 tested, 0.88% active;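 active = inhibition above about 50% at 20 µM, limit read from the data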;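 note: plate controls were DMSO wells with enzyme for no effect and wells lacking enzyme for full effect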
Target sequence (Q9GZU7 76-261 limits assumed): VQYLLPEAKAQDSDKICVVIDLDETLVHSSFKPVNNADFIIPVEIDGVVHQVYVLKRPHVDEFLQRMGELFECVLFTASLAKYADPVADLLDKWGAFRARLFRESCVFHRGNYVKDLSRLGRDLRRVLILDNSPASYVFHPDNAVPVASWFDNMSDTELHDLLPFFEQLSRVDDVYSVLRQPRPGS
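Test system: SCP-1 phosphatase catalytic domain, residues 76-261; measured by: colorimetric phosphate reagent with accelerator and stabiliser, absorbance at 630 nm; timing: enzyme reaction 45 min at room temperature, colour 5 min, stabilisation 30 min; also added: Phosphorylated 17-residue peptide substrate; compound dosing: one concentration, 20 µM, with 1.0% DMSO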
Starred values were filed as active, the others as inactive. Not all compounds are listed, so the mix of outcomes need not match the whole.

SMILES | Scp-1 inhibitor
Cc1cc(C)nc(-n2nc(C)cc2NC(=O)c2cccc(S(=O)(=O)N(C)C)c2)n1 | -11
Cc1ccc(N2NC3(CCN(C(N)=O)CC3)NC2=O)cc1 | 3
CCn1cc(C(=O)O)c(=O)c2cnc(N3CCN(C(=S)NC(=O)c4ccc(Br)cc4)CC3)nc21 | -2
CC1(C)CC(=O)C(N=Nc2cc(S(=O)(=O)N3CCOCC3)ccc2Cl)=C(O)C1 | -8
C=C(C)C(=O)Nc1cccc(C2=NOC3(C2)C[C@@H](C(N)=O)N(C(=O)c2ccc(Cl)cc2)C3)c1 (stereo partly drawn) | 71*
O=C1/C(=C/c2cccs2)SC(=S)N1C1CCS(=O)(=O)C1 (stereo not drawn) | 2
Cc1ccc(S(=O)(=O)NC(CCc2ccccc2)CC(=O)C(C)(C)C)cc1 (stereo not drawn) | -9
Cc1ccc(C(=O)NC(C#N)=C(Cl)Cl)cc1 | -4
C/C(CCN1CCc2nc(-c3ccccc3)c(-c3ccccc3)cc2C1)=N\OC[C@@H](C)[C@H](OCc1ccccc1)C(C)C | 13
COc1cc(-c2c(-c3cc(OC)c(OC)c(OC)c3)noc2C)ccc1F | -7
COCCCN1C(=O)C(=O)/C(=C(/O)c2ccc(OC(C)C)cc2)C1c1ccc(O)c(OC)c1 (stereo not drawn) | -8
CCOC(=O)N1CCN(Cc2cc(Cl)c3cccnc3c2O)CC1 | -11
CCCCN(CC)S(=O)(=O)c1ccc(C(=O)Nc2nnc(-c3cccs3)o2)cc1 | -15
CCOc1ccc(S(=O)(=O)n2nnc3ccccc32)cc1C | 0
O=C(CSc1nnc(-c2ccc(Cl)cc2)n1-c1ccc(Cl)cc1)N/N=C/c1ccccc1C(=O)O | -7
CC[C@]12CCCN3CCc4c(n(c5ccccc45)C(=O)C1)C32 (stereo partly drawn) | -1
CN(c1ccccc1)S(=O)(=O)c1ccc(C(=O)Nc2nnc(-c3ccc(F)cc3)o2)cc1 | 3
Cc1ccccc1Cn1ccc(=NCc2ccccc2)cc1 | -3
C#CCOCCOCCOCCNc1nc(N2CCN(C(=O)[C@H](CCC(=O)O)n3cc(C(N)Cc4ccc(O)cc4)nn3)CC2)nc(N2CCN(C(=O)[C@H](CCC(=O)O)n3cc(C(N)CC(C)C)nn3)CC2)n1 (stereo partly drawn) | 2
Nc1c(C(=O)N/N=C/c2ccc([N+](=O)[O-])cc2)sc2nnc(-c3ccccc3)c(-c3ccccc3)c12 | 1
CC(C)(C)NC(=O)C(c1ccco1)N(C(=O)Cn1nnc(-c2ccc(F)cc2)n1)c1ccccc1 (stereo not drawn) | -1
Nc1nc(-c2ccc(-n3nncc3-c3ccco3)cc2)cs1 | 19
NNc1nnnc2c1sc1nc(N3CCOCC3)c3c(c12)CCCC3 | -11
Cc1ccc(S(=O)(=O)N2CCC(=O)N(CCOC(=O)NCc3ccccc3)CC2)cc1 | -3
COC(=O)c1sc(NC(=O)c2cnccn2)c(C(=O)OC)c1C | -1
Going on with the list.
SMILES | Scp-1 inhibitor
Cc1ccc(NC(=O)c2cc3cc(OC(F)(F)F)ccc3[nH]2)cc1 | -8
COc1cc([N+](=O)[O-])cc(/C=N/NC(=O)CSc2nnc(-c3ccccc3)n2C)c1O | 14
CCOC(=O)C1=C(C)N(CCCC(=O)NCc2ccc3c(c2)OCO3)C(=O)NC1c1ccc(Br)cc1 (stereo not drawn) | -2
CN(CC(=O)N1CCCCCC1)S(=O)(=O)c1ccc(Br)s1 | -2
Cc1ccc(CCN2CC(C(=O)NCCN3CCOCC3)CC2=O)cc1 (stereo not drawn) | 0
O=C(CCc1ccccc1)Oc1ccccc1[N+](=O)[O-] | -6
O=S(=O)(c1ccc(-c2ccon2)s1)N1CCN(c2ccncc2)CC1 | -7
CCOC(=O)c1cc(-c2ccccc2)sc1NC(=O)c1ccc(OC)cc1 | -15
CCc1ccc(-c2nn(-c3ccccc3)cc2CSC(=N)N)cc1 | 6
Oc1ccc(/C=N/Nc2ccc(C(F)(F)F)cn2)cc1O | 1
COc1cc(/C=N/n2cnc3c(sc4nc(C)cc(C)c43)c2=O)ccc1O | -10
C[C@@H]1NC(=O)c2cc([N+](=O)[O-])cc(I)c2NCCCC[C@@H](C(N)=O)NC(=O)[C@H](CC(N)=O)NC1=O | -1
Cc1ccc(S(=O)(=O)Nc2ccccc2C(=O)NCC2CCCO2)cc1 (stereo not drawn) | -7
COc1cccc(-c2[nH]nc3c2C(c2ccc(C)o2)C(C#N)=C(N)O3)c1 (stereo not drawn) | -6
COc1ccc(CCNC(=O)c2coc(=O)c(Br)c2)cc1 | -16
Cc1ccc2nc(NCC(N)=O)nc(-c3ccccc3)c2c1 | 5
CN1CCN(C(=O)C23CC4CC(CC(C4)C2)C3)CC1 | -8
COc1ccc(CCN=C(NS(=O)(=O)c2ccc(Cl)cc2)c2ccccc2)cc1 | -9
COc1cccc([C@@H]2Oc3ccc(Br)cc3C(=O)[C@H]2OC(=O)NC2CCCC2)c1 | -11
COc1ccc(C2=NOC(C(=O)NCc3cccs3)C2)cc1OC (stereo not drawn) | 5
Cc1cc(CC(=O)O)c2oc(-c3ccoc3)cc(=O)c2c1 | 75*
Cc1c(NC(=O)CSCc2c(F)cccc2Cl)c(=O)n(-c2ccccc2)n1C | -6
CCC1(C)Cc2c(sc3nc(SC)[nH]c(=S)c23)CO1 (stereo not drawn) | -10
Cc1ccc(N2CCN(/N=C/C3=C(N4CCOCC4)C(=C\c4ccccc4)/CC3)CC2)cc1 | 19
CCCNCC1COc2ccccc2O1 (stereo not drawn) | 44
Other records follow.
SMILES | Scp-1 inhibitor
COc1ccccc1NS(=O)(=O)c1cc(C(=O)NC2CCN(Cc3ccccc3)CC2)ccc1C | -5
CN1N=C2c3ccccc3CCC2C1c1ccc(C(F)(F)F)cc1 (stereo not drawn) | -11
COc1cc(/C=C2/C(C)=C(C#N)c3nc(N)c(C#N)c(C)c32)ccc1OCC(=O)O | 9
COc1ccc(S(=O)(=O)N2CCN(C(=O)COc3ccc4c(C)cc(=O)oc4c3)CC2)cc1 | -8
COc1ccc(C2/C=C\CN(S(=O)(=O)/C=C/c3ccccc3)[C@H](Cc3ccccc3)C(=O)N2Cc2ccc(F)cc2)cc1 (stereo partly drawn) | -14
C[C@@H]1C=CC(=O)O[C@@H]1c1ccc(Cl)cc1 | 4
O=C(NC(NC1CCS(=O)(=O)C1)C(=O)c1cccs1)c1ccccc1 (stereo not drawn) | 0
COc1cc2c3nnc(-c4ccccc4)c-3cn(Cc3ccccc3F)c2cc1OC | 7
CCCCCCC(=O)N1C/C=C\C(c2ccc(OC)cc2)N(Cc2ccc(F)cc2)C(=O)[C@H]1Cc1ccccc1 (stereo partly drawn) | -6
O=C(Nc1cc(=O)[nH]c2nc(-c3ccc(Cl)cc3)nn12)c1ccccc1 | -9
COc1cccc(NC(=O)CSc2nnc(-c3ccoc3C)n2-c2ccccc2)c1 | -2
CCOC(=O)c1[nH]c(COC(=O)CCCOc2ccccc2)c(C(=O)OCC)c1C | -2
Cc1cc(C)n(-c2nc(NCC3CCCO3)c3c4c(sc3n2)COC(C)(C)C4)n1 (stereo not drawn) | 3
CCN1C(=NCCc2cccnc2)N[C@@H](c2ccccc2)C(C(=O)OC)=C1C | 24
Cc1ccc(CNC(=O)C2c3ccccc3C(=O)N(C)C2c2c[nH]c3ccccc23)o1 (stereo not drawn) | -10
CCN1CCC(N2CCN(c3ccc(Cl)cc3)CC2)CC1 | -4
C[C@@]12C(=O)N(Cc3ccccc3)CC(=O)N1[C@H](/C=C/c1ccccc1)[C@@H]1C(=O)N(c3ccccc3)C(=O)[C@@H]12 | -11
CCOc1cc(NC(=S)NCCOC)c(OCC)cc1NC(=O)c1cccs1 | 3
O=C(N/N=C/c1ccc([N+](=O)[O-])cc1)c1cnccn1 | -10
C#CCN(Cc1ccccc1)S(=O)(=O)C=C | -6
CCO[C@@H]1OC(C(=O)N2CCN(C)CC2)=C[C@H](C(C)(C)C)[C@H]1CCCO | 8
Cc1[nH]nc(N=Cc2c(O)n(C)c(=O)n(C)c2=O)c1-c1ccccc1 | -7
CC[C@]1(c2ccccc2OC)ON(c2ccccc2C(F)(F)F)C1=O | -6
C#CCOCCOCCOCCNc1nc(N2CCN(C(=O)CCCCCCCCCCNC(=O)[C@H]([C@@H](C)CC)n3cc(CCCCN=C(N)N)nn3)CC2)nc(N2CCN(C(=O)CCCCCCCCCCNC(=O)[C@H](CO)n3cc(CCCSC)nn3)CC2)n1 | 53*
COC(=O)C1C(=O)c2c([nH]c(C(=O)OCCOC(C)C)c2C)CC1C (stereo not drawn) | -11
(list continues)
SMILES | Scp-1 inhibitor
CC(=O)[C@]1(O)Cc2c(O)c3c(c(O)c2[C@@H](O[C@H]2C[C@H](N)[C@H](O)[C@H](C)O2)C1)C(=O)c1ccccc1C3=O | -14
COc1ccc(C(=O)NC(=S)NNC(=O)c2cccc(C)c2)cc1 | -6
CN(C)CCCNCC(=O)NN(c1ccccc1)c1ccccc1 | -10
CCOc1ccc(C2C(C(=O)c3cccs3)=C(O)C(=O)N2CCCn2ccnc2)cc1 (stereo not drawn) | -4
Cc1cc(C(=O)CCl)c(C)n1CCc1ccccc1 | 1
Cc1ccc(S(=O)(=O)c2cc3c(=O)n4ccccc4nc3n(Cc3ccco3)c2=N)cc1C | 12
O=[N+]([O-])c1ccc2c(c1)N([O-])C1(CCCCC1)[N+]2=O | 2
O=c1c2c(nc3n1CCS3)c1cc(F)ccc1n2Cc1cc(=O)n2cc(Cl)ccc2n1 | -7
CC1(C)O[C@H]2OC([C@H](O)CON3C(=O)c4ccccc4C3=O)[C@H](O)[C@H]2O1 (stereo partly drawn) | 4
Cc1cc(C)c2nc(C)cc(Nc3ccc(C(=O)N(C)C)cc3)c2c1 | -5
CC(C)CN1CCC(=O)N([C@H](CO)c2ccccc2)CC1 | -15
CC(=O)c1ccccc1OC(=O)COc1ccc(Cl)cc1C | -7
COC(=O)c1ccc(C23CC4(C2)[C@H](CN(Cc2cccnc2)[C@@H]4c2ccccc2)C3c2ccc(C(F)(F)F)cc2)cc1 (stereo partly drawn) | 8
COc1cc(/C=N/Nc2ccccc2)ccc1OC(=O)c1cccs1 | -5

Grouped by structure, the compounds so far containing a Cl atom
SMILES | Scp-1 inhibitor
CC1(C)CC(=O)C(N=Nc2cc(S(=O)(=O)N3CCOCC3)ccc2Cl)=C(O)C1 | -8
C=C(C)C(=O)Nc1cccc(C2=NOC3(C2)C[C@@H](C(N)=O)N(C(=O)c2ccc(Cl)cc2)C3)c1 (stereo partly drawn) | 71*
Cc1ccc(C(=O)NC(C#N)=C(Cl)Cl)cc1 | -4
CCOC(=O)N1CCN(Cc2cc(Cl)c3cccnc3c2O)CC1 | -11
O=C(CSc1nnc(-c2ccc(Cl)cc2)n1-c1ccc(Cl)cc1)N/N=C/c1ccccc1C(=O)O | -7
COc1ccc(CCN=C(NS(=O)(=O)c2ccc(Cl)cc2)c2ccccc2)cc1 | -9
Cc1c(NC(=O)CSCc2c(F)cccc2Cl)c(=O)n(-c2ccccc2)n1C | -6
C[C@@H]1C=CC(=O)O[C@@H]1c1ccc(Cl)cc1 | 4
O=C(Nc1cc(=O)[nH]c2nc(-c3ccc(Cl)cc3)nn12)c1ccccc1 | -9
CCN1CCC(N2CCN(c3ccc(Cl)cc3)CC2)CC1 | -4
Cc1cc(C(=O)CCl)c(C)n1CCc1ccccc1 | 1
O=c1c2c(nc3n1CCS3)c1cc(F)ccc1n2Cc1cc(=O)n2cc(Cl)ccc2n1 | -7
CC(=O)c1ccccc1OC(=O)COc1ccc(Cl)cc1C | -7
